# VLA-4 inh = inhibition in a human VLA-4 binding assay | P13612 | VLA-4 expressing cells, ligand binding flow cytometry | inhibition, % (about 7 µM as worked out from the volumes in the protocol) | actives 0.2% (n = 330,000) | AID 2557; in the data active = inhibition above about 50%
# Target sequence (P13612 whole entry, looked up): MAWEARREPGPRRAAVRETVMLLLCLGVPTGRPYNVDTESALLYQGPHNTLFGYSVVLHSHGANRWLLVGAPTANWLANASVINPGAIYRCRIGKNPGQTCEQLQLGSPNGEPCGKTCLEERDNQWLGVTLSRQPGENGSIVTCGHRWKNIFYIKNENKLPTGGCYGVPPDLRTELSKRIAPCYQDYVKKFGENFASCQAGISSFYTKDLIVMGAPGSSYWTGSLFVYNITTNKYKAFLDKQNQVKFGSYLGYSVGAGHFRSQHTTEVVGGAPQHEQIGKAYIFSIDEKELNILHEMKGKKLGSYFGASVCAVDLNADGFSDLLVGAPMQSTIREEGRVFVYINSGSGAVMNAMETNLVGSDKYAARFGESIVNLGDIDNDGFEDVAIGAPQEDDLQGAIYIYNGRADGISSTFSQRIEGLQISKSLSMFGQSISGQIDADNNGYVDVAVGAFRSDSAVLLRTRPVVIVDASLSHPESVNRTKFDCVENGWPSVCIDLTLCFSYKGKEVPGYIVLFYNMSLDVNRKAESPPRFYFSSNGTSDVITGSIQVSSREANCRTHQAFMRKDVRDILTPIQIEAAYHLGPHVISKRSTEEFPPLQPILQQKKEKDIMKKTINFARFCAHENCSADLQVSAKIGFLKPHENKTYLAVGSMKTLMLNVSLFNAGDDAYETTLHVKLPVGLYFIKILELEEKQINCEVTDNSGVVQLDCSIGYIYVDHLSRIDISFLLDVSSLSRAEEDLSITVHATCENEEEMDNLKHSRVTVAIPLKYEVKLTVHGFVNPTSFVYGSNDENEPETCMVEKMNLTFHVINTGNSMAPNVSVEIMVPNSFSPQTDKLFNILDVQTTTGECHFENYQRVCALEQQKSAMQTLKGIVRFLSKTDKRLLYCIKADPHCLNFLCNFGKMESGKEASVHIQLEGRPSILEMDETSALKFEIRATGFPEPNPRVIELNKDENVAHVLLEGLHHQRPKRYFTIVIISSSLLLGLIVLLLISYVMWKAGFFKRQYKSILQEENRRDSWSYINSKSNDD
# CIT2-GFP yeast = modulators of TOR pathway CIT2-GFP in S. cerevisiae; S. cerevisiae CIT2-GFP strain, flow cytometry, 3 h; 100 means same as DMSO wells; AID 2029; GFP response vs DMSO, % at 10 µM; actives 0.065% (n = 320,000);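 active = GFP response relative to DMSO above a set limit, near the screen mean plus 3 SD, cut at about 150% in these data; inconclusive = Fewer than 70 cells measured for a yeast strain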;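 note: ratio of well median GFP fluorescence to mean of DMSO wells on the plate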
# AGP1 TOR yeast = modulators of TOR pathway AGP1-GFP in S. cerevisiae; S. cerevisiae AGP1-GFP multiplex flow cytometry, 3 h; GFP as percent of DMSO wells; GFP response vs DMSO, % at 10 µM; actives 0.02% (n = 320,000);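 active = GFP response relative to DMSO above a set limit, near screen average plus 3 SD, cut at about 150% in these data; inconclusive = fewer than 70 cells counted for the yeast strain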;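 note: median GFP channel fluorescence of the gated AGP1 strain per well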
# GLD-1 TGE inh = GLD-1-TGE RNA interaction inhibition (C. elegans) | Q17339 | purified GLD-1 + fluorescein TGE RNA, fluorescence polarization | inhibition, % at 5.96 µM | actives 0.44% (n = 320,000) | AID 2280;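 active = percent inhibition above a per-plate cutoff, the plate mean of test compounds plus 3 SD, cut at about 30% in these data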;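 note: 0% = DMSO wells with GLD-1 and probe and 100% = wells lacking GLD-1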
# MCL1-BIM inh = inhibitors of human MCL1 binding to BIM-BH3 peptide; GST-MCL1 / FITC-Bim-BH3 fluorescence polarization; inhibition, % at 10.9 µM; actives 0.68% (n = 320,000); AID 2057;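 active = inhibition above the mean inhibition of all tested compounds plus 3 SD, set per campaign, cut at about 40% in these data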;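 note: 0% = DMSO wells and 100% = unlabeled Bim-BH3 peptide control; higher means more loss of mP so more displacement of Bim peptide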
# GRK2 inh = inhibitors of human GRK2 displacing RNA aptamer. bead flow cytometry, FAM-aptamer displacement from GRK2. inhibition of aptamer binding, % at 10 µM. actives 0.59% (n = 330,000). AID 488847;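 active = inhibition of aptamer binding above 40%, roughly 3 SD of noise, on plates passing a quality check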;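 note: median bead fluorescence of bound FAM aptamer so fluorescent compounds give negative values; no value below 0 was filed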
# BCLXL inh = inhibitors of human Bcl-xL; inhibition, % at 10.9 µM; Q07817; AID 2129; GST-Bcl-xL / FITC-Bim BH3 peptide fluorescence polarization; actives 0.7% (n = 320,000);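 active = inhibition above the mean of all tested compounds plus 3 SD, cutoff set per campaign, cut at about 30% in these data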;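 note: 0% = DMSO wells and 100% = unlabeled Bim-BH3 peptide competitor; inhibitors lower millipolarization by displacing the labeled peptide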
# MEX-5 binding = C. elegans MEX-5 TCR-2 RNA binding activity | Q9XUB2 | MEX-5/FITC-TCR2 RNA binding, fluorescence polarization; hits give low values | activity score (negative = inhibition of binding), % at 10 µM | actives 0.38% (n = 300,000) | AID 1832;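 active = inhibition past about -25% in most replicates, and total fluorescence under double the plate's negative control median, limit read from the data; inconclusive = replicates evenly split on the limit, or fluorescence at least double controls; inactive = too little inhibition in most replicates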;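 note: 0% = DMSO and -100% = 5 µM competing unlabeled TCR2 RNA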
# Fam108B counter = counter-screen for RBBP9 inhibitors: inhibitors of mouse Fam108B | recombinant Fam108B, FP-Rh probe fluorescence polarization | actives 0.33% (n = 300,000) | inhibition, % at 9.51 µM;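 active = inhibition above the screen mean inhibition plus 3 SD, computed separately per campaign, cut at about 18% in these data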;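 note: inhibitors lower polarization as less probe binds the enzyme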
# Starred values were filed as active, the others as inactive; ? = inconclusive; . = no result given; [ ] = another dose, or the depositor's remark.
nr	mol	VLA-4 inh	CIT2-GFP yeast	AGP1 TOR yeast	GLD-1 TGE inh	MCL1-BIM inh	GRK2 inh	BCLXL inh	MEX-5 binding	Fam108B counter
1	CC(C)Oc1ccc(S(=O)(=O)N2CCCCC2)cc1NC(=O)CN1C(=O)NC2(CCCC2)C1=O	9	91	101	2	-24	0	-14	-1.4	3
2	O=C(CSc1nnc(Nc2ccccc2)s1)NN1C(=O)NC2(CCCCC2)C1=O	49	105	102	13	2	2	4	0.0	0
3	O=C(Cc1ccccc1)OCC(=O)c1cccc([N+](=O)[O-])c1	-7	111	101	-1	.	0	.	.	.
4	O=C(COc1cccc(Cl)c1)Nc1ccc(N2CCOCC2)cc1	-2	93	95	4	-9	1	-1	-0.7	1
5	CN(C)c1nc(C#N)nc(N2CCOCC2)n1	14	99	88	5	2	0	0	-0.6	-1
6	C=CCN1C(=O)c2ccccc2NC1c1cc(Br)cs1 (centres undefined)	-4	?	23[may fluoresce violet]	5	7	0	4	-0.7	-2
7	Cc1cccn2c(=O)c3cc(C(=O)NCCC4=CCCCC4)n(C)c3nc12	16	?	?	-5	4	2	7	0.7	-2
8	COc1ccc([N+](=O)[O-])cc1-n1cccc1	-15	97	97	3	10	0	1	-1.9	2
9	Cc1ccc(-n2nnnc2Sc2nc([N+](=O)[O-])nn2C)cc1	.	101	107	-2	8	0	2	-0.1	1
10	Cc1ccc(-n2ccn(CC(=O)NCCc3ccccc3)c(=O)c2=O)cc1C	4	98	99	-8	-5	2	-2	-3.8	1
11	O=C(CSc1nnc(NC(=O)c2ccco2)s1)Nc1ccc2c(c1)OCCO2	5	107	103	-8	4	1	0	-3.0	3
12	CCOc1ccc(N2CC(=O)SC2=S)cc1	10	103	106	2	10	2	3	-1.6	-2
13	CCOC(=O)N1CCN(c2ccc(S(=O)(=O)N(Cc3ccccc3)Cc3ccccc3)cn2)CC1	7	105	.	3	4	4	5	-0.2	-3
14	COC(=O)c1cc(NC(=O)c2cccc(C(F)(F)F)c2)c(=O)oc1C	2	86	.	3	0	1	-4	0.9	3
15	CCOc1ccccc1CN1CCNC(=O)C1CC(=O)NCCC1=CCCCC1 (centres undefined)	-2	106	98	2	12	0	10	4.7	1
16	CCSc1nnc(NC(=O)C(C)Sc2nc3ccccc3[nH]2)s1 (centres undefined)	11	100	100	0	-9	4	0	0.2	2
17	CCOC(=O)C1CCCN(C(=O)CCCOc2cc(=O)n(C)c3ccccc23)C1 (centres undefined)	8	104	106	6	-8	1	3	4.6	3
18	COc1ccc2c(c1OC)C(=O)N1c3ccccc3C(=O)N(c3ccc(F)cc3)C21 (centres undefined)	-4	112	107	12	5	1	12	2.5	2
19	Cc1cc(F)ccc1S(=O)(=O)N1CCCOC1CNC(=O)C(=O)NCCC1=CCCCC1 (centres undefined)	6	96	98	7	-6	0	-4	-0.7	0
20	CCOC(=O)c1ccc(NC(=O)CSc2ccc(-c3ccncc3)nn2)cc1	5	106	99	7	-2	1	-3	0.6	7

# Rewritten with two lines to a compound: entries from further up
# Each structure is followed by: VLA-4 inh	CIT2-GFP yeast	AGP1 TOR yeast	GLD-1 TGE inh	MCL1-BIM inh	GRK2 inh	BCLXL inh	MEX-5 binding	Fam108B counter
18) COc1ccc2c(c1OC)C(=O)N1c3ccccc3C(=O)N(c3ccc(F)cc3)C21 (centres undefined)
→ -4	112	107	12	5	1	12	2.5	2
6) C=CCN1C(=O)c2ccccc2NC1c1cc(Br)cs1 (centres undefined)
→ -4	?	23[may fluoresce violet]	5	7	0	4	-0.7	-2

# Sorted by molecular weight (low to high): four of the compounds above.
nr	mol	VLA-4 inh	CIT2-GFP yeast	AGP1 TOR yeast	GLD-1 TGE inh	MCL1-BIM inh	GRK2 inh	BCLXL inh	MEX-5 binding	Fam108B counter
8	COc1ccc([N+](=O)[O-])cc1-n1cccc1	-15	97	97	3	10	0	1	-1.9	2
5	CN(C)c1nc(C#N)nc(N2CCOCC2)n1	14	99	88	5	2	0	0	-0.6	-1
6	C=CCN1C(=O)c2ccccc2NC1c1cc(Br)cs1 (centres undefined)	-4	?	23[may fluoresce violet]	5	7	0	4	-0.7	-2
19	Cc1cc(F)ccc1S(=O)(=O)N1CCCOC1CNC(=O)C(=O)NCCC1=CCCCC1 (centres undefined)	6	96	98	7	-6	0	-4	-0.7	0

# (more compounds)
nr	mol	VLA-4 inh	CIT2-GFP yeast	AGP1 TOR yeast	GLD-1 TGE inh	MCL1-BIM inh	GRK2 inh	BCLXL inh	MEX-5 binding	Fam108B counter
21	COc1ccc(OC)c(NC(=O)CCN2CCN(CCO)CC2)c1	3	116	106	3	-3	0	6	2.8	1
22	Cn1c(=O)c2c(nc(Oc3cccc(Br)c3)n2C)n(C)c1=O	15	108	85	-1	7	2	8	-0.8	1
23	CC(=O)NC(CC(=O)OCC(=O)Nc1ccc2c(c1)OCO2)c1ccccc1 (centres undefined)	-4	111	106	-2	0	0	9	-1.6	1
24	Cc1cccc(C(=O)NCCNC(=O)c2cccnc2)c1	-8	103	101	5	1	0	5	0.1	2
25	CCOC(=O)/C=C/C(=O)OCc1csc(CC(=O)Nc2ccccc2C)n1	-7	88	93	-2	-5	0	0	0.5	-6
26	COc1ccc(-c2nn(-c3ccccc3)cc2CNCc2cccnc2)c(F)c1	5	101	100	5	2	47*	3	0.8	4
27	CCOc1ccc(NC(=O)CN2CCc3ccccc3C2)cc1	-3	102	107	10	21	2	9	1.1	3
28	O=c1c2ccccc2[nH]c(=S)n1CCCn1ccnc1	9	99	99	4	5	0	-2	2.2	2
29	Cc1cc(=O)oc2ccc(OCC(=O)N(Cc3ccc(F)cc3)Cc3ccco3)cc12	-11	110	107	4	2	0	3	-1.0	3
30	CCOC(=O)C1C2C=CC3(CN(c4cccc(Cl)c4)C(=O)C13)O2 (centres undefined)	1	99	99	0	6	0	4	-0.8	-2
31	CN=C1SC(CC(=O)Nc2ccc(C(=O)O)cc2)C(=O)N1C (centres undefined)	26	93	93	-3	-2	2	5	-1.3	-5
32	CCOc1ncnc2c1[nH]c1ccccc12	28	86	98	1	-4	0	1	-1.0	2
33	COc1cc(/C=N/NC(=O)COc2ccccc2[N+](=O)[O-])ccc1OC(=O)c1ccco1	15	117	107	6	13	3	10	-1.3	0
34	O=C(CSc1nc(Nc2ccccc2)nc(N2CCOCC2)n1)Nc1ccccc1Cl	38	88	87	5	-10	2	2	2.9	-5
35	O=C(CCSCCC(=O)NCC1CCCO1)NCC1CCCO1 (centres undefined)	-14	100	97	-3	5	1	3	1.6	0
36	Cc1cc(C)nc(SCC(=O)Nc2ccc(S(=O)(=O)Nc3ncccn3)cc2)n1	13	100	104	-5	0	0	1	-0.7	4
37	COc1ccc(/C(N)=N/OC(=O)Cc2ccc(C)cc2)cc1	7	99	95	-3	-3	3	-1	0.2	-3
38	COc1ccc(N2CCN(C3CCCN(Cc4ccccc4OCCO)C3)CC2)cc1 (centres undefined)	21	95	12	4	8	1	0	0.6	-1
39	O=C(NCc1ccc(-c2csnn2)cc1)c1cccs1	3	99	103	10	-1	2	2	0.6	-1
40	CCOc1ccc(N=C2SCC(=O)N2CC)cc1	1	100	101	-3	2	0	-3	0.3	-2
41	CCOC(=O)C1CCN(c2c(Nc3ccc4c(c3)OCCO4)c(=O)c2=O)CC1	-3	91	99	-8	-2	3	3	-1.6	-3
42	CNC(=O)CN(Cc1ccccc1)S(=O)(=O)c1ccc(Cl)cc1	6	105	99	-2	6	0	-1	0.9	-4
43	COc1ccc2nc(NC(=O)CSC(C)C(=O)Nc3cc(C)on3)sc2c1 (centres undefined)	23	92	100	1	1	0	0	-0.9	1
44	OCCC1CN(Cc2cnc(-c3ccccc3)s2)CCN1CCc1ccccc1 (centres undefined)	18	98	100	3	4	15	-3	1.8	1
45	Cc1cccc(NC(=O)CN2CCC(NC(=O)C3CCCCC3)CC2)c1C	7	103	105	2	-1	0	4	0.9	3
46	O=C(NS(=O)(=O)c1ccc2c(c1)OCCO2)c1ccccc1	11	90	100	-2	3	0	0	0.4	-1
47	O=C(Nc1cccnc1)C1CCCN(c2ncnc3c2nc2n3CCCCC2)C1 (centres undefined)	-10	97	97	2	10	0	6	1.5	7
48	O=C(CN1C(=O)NC2(CCc3ccccc32)C1=O)Nc1ccccc1OC(F)F (centres undefined)	-1	96	96	-3	1	0	4	.	.
49	COc1cc(C(=O)Nc2ccc(O)cc2)ccc1OC(C)=O	0	98	102	3	-5	0	0	-0.9	1
50	CN1C(=O)c2ccccc2Sc2ccc(NC(=O)N3CCCC3)cc21	11	104	115	-4	5	2	6	-1.6	-8
51	Cc1ccc(C)c(CSc2nnc(-c3cccs3)n2Cc2ccco2)c1	7	88	97	10	-3	0	-1	0.2	-3
52	COc1cc([N+](=O)[O-])ccc1NC(=O)C[n+]1cccc(C)c1	12	91	99	8	2	3	8	-2.6	-1
53	O=C(Nc1ccccc1Cl)c1ccc(-c2ccccn2)s1	0	86	98	6	3	0	0	1.5	-3
54	CN(Cc1ccccc1)C(=O)CCS(=O)(=O)c1cc2c(cc1Cl)NC(=O)CO2	31	97	95	5	3	0	2	-0.8	-3
55	COCCNC(=O)C(c1ccc(C)cc1)N(Cc1cccs1)C(=O)CCC(=O)Nc1ccccn1 (centres undefined)	14	100	100	-4	2	0	9	1.3	-5
56	COc1cc2cc(C#N)c(SCC(=O)Nc3cc(C)on3)nc2cc1OC	-7	106	104	0	5	0	1	-2.5	-3
57	CCn1c(Cc2ccc(OC)cc2)nnc1SCC(=O)Nc1cccc(C(=O)OC)c1	4	111	108	2	-4	0	-5	.	-4
58	Cc1ccc(-c2csc(N3CCN(CCCn4c(C(F)(F)F)nc5ccccc54)CC3)n2)cc1	-14	76	80	40*	1	0	3	0.2	-1
59	O=C(COc1ncnc2c(Cl)cc(Cl)cc12)N1CCN(S(=O)(=O)c2ccccc2)CC1	-1	92	99	-9	2	0	3	-2.0	0
60	O=[N+]([O-])c1ccc(COc2ccc(CNc3ccccc3)cc2)cc1	-8	101	105	6	-1	11	6	0.9	0
61	COc1nc2ccccc2nc1N1CCN(c2ccc(F)cc2)CC1	-5	98	102	.	.	2	.	1.9	.
62	COc1ccc(N(C(=O)c2ccco2)C(C(=O)NC2CCCC2)c2cccs2)cc1OC (centres undefined)	7	91	105	-4	1	1	1	1.6	-2
63	COc1cccc(Oc2ccc(C(F)(F)F)cc2NC(=O)CCc2nc3ccccc3c(=O)[nH]2)c1	4	125	86	0	-6	2	-1	1.5	-6

# Whole records, quoted from the list.
# COc1ccc(N2CCN(C3CCCN(Cc4ccccc4OCCO)C3)CC2)cc1 (centres undefined) across the screens: VLA-4 inh: 21; CIT2-GFP yeast: 95; AGP1 TOR yeast: 12; GLD-1 TGE inh: 4; MCL1-BIM inh: 8; GRK2 inh: 1; BCLXL inh: 0; MEX-5 binding: 0.6; Fam108B counter: -1
# CCOC(=O)/C=C/C(=O)OCc1csc(CC(=O)Nc2ccccc2C)n1 across the screens: VLA-4 inh: -7; CIT2-GFP yeast: 88; AGP1 TOR yeast: 93; GLD-1 TGE inh: -2; MCL1-BIM inh: -5; GRK2 inh: 0; BCLXL inh: 0; MEX-5 binding: 0.5; Fam108B counter: -6

# An unsorted share of the library; any-hit rate near 2.2%.
